# Bioassay records: PubChem, several laboratories
# GSH fluor – compound fluorescence on glutathione beads, profiling panel, artefact control, biophysical, 488/530 nm, flow cytometry; GSH beads flow cytometry, compound fluorescence 488/530 nm; stronger effect = higher value; fluorescence (KMESF) at 10 µM; 190,000 tested, 0.25% active; in the data active = fluorescence above about 89;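 also: glutathione beads carrying GST-tagged Bcl family fusion proteins plus one bare bead set; values are compound well signal with DMSO vehicle wells as background; inactives centre near 16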
# Pf gamet viab – late stage P. falciparum gametocyte viability inhibitors, primary screen, ATP luminescence, HTS; inhibition, % at 10.9 µM; P. falciparum stage V gametocytes, 24 h; 150,000 tested, 0.065% active;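 active = inhibition above the mean plus 3 SD of compounds within the control limits, set per campaign, cut at about 38% in these data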;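 also: 0% = DMSO wells and 100% = medium only without gametocytes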
# ABCB1 inh – ABCB1 efflux pump inhibitors, primary screen, cell-based, multiplex, flow cytometry, ABCG2 counter-screen; ATP-dependent translocase ABCB1 (Homo sapiens), P08183; CCRF-Adr cells, JC-1 efflux; inhibition, % at 6.6 µM; 190,000 tested, 0.067% active; in the data active = inhibition above about 40%;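 also: 0% = vehicle and 100% = reference inhibitor; higher value means more JC-1 retained so stronger ABCB1 efflux block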
# Rac1 act GTP bind – GTP binding modulators of activated mutant Rac1, primary screen, biochemical, bead-based flow cytometry, multiplex, fluorescent GTP | Ras-related C3 botulinum toxin substrate 1 (Homo sapiens), P63000 | GST-Rac1 activated beads; actives lie on both sides; 100% means binding = to untreated wells | percent activity (GTP binding), % at 10 µM | 190,000 tested, 0.11% active | AID 764, 2007;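 active = GTP binding at least 20 percentage points away from the 100% baseline, in either direction, so actives lie on both sides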
# ABCG2 inh – ABCG2 efflux pump inhibitors, primary screen, multiplex with ABCB1, IgMXP3 cells, flow cytometry; Broad substrate specificity ATP-binding cassette transporter ABCG2 (Homo sapiens), Q9UNQ0; JC-1 efflux; inhibition, % at 6.6 µM; 190,000 tested, 0.1% active;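 active = inhibition above 80%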;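 also: 0% = DMSO and 100% = nicardipine control wells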
# Target sequence (Q9UNQ0 whole entry, looked up): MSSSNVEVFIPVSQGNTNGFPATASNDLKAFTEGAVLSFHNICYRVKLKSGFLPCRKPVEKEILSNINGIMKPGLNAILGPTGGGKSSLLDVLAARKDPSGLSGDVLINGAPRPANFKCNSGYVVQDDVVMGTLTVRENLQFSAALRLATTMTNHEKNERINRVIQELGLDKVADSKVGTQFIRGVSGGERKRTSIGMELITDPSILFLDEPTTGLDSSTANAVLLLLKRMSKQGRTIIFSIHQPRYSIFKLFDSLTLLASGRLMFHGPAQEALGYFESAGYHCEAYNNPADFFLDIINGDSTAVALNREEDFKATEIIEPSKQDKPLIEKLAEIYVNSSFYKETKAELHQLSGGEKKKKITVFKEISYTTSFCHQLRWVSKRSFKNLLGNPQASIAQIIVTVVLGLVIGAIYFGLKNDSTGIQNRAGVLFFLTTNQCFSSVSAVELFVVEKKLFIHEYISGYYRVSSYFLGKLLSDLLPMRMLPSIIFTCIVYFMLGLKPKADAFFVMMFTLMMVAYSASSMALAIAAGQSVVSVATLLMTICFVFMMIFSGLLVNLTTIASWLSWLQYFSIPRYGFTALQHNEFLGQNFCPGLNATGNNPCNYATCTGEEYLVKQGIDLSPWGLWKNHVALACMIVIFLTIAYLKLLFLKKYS
#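 Times: 10 min at 25 °C | Test system: Two drug-resistant human cell lines, ABCG2 and ABCB1 | Quantity: 3 million cells/mL final, two lines in 1:1 ratio | Signal: Flow cytometry, 530 nm JC-1 signal | Dosing: Compound at 6.6 µM | Controls: Nicardipine and DMSO wells | Reagent: JC-1 as fluorescent efflux pump substrate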
# HRas wt GTP bind – modulators of GTP binding to HRas wildtype, primary screen, biochemical, bead-based flow cytometry, multiplex. GST-Ras wt beads, Bodipy-FL-GTP binding; actives lie on both sides. AID 759, 2007. GTPase HRas (Homo sapiens), P01112. GTP binding activity, % at 10 µM. 190,000 tested, 0.14% active;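 active = GTP binding activity at least 20% away from the 100% baseline, either lowered as inhibitor or raised as activator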;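 also: 0% = unlabeled GTP competition control and 100% = no-compound control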
# Rab7 wt GTP bind – modulators of GTP binding to Rab7, primary screen, biochemical, wildtype, multiplex bead flow cytometry. GST-Rab7 beads, fluorescent GTP binding; actives lie on both sides; untreated = 100%, excess cold GTP = 0%. Rab7 GTPase wild type (dog), Bodipy-FL-GTP binding. 190,000 tested, 0.055% active. GTP binding activity (percent of control), % at 10 µM;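 active = fluorescent GTP binding to Rab7 beads changed by at least 20 points from the 100% baseline, either direction, mostly lower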;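 also: median green fluorescence of bound Bodipy-FL-GTP per Rab7 bead population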
# Rac1 wt modul – wildtype Rac1 GTP binding modulators, primary screen, biochemical, GST-Rac1 beads, flow cytometry, multiplex; Ras-related C3 botulinum toxin substrate 1 (Homo sapiens), P63000; fluorescent GTP binding; actives lie on both sides; 0 = cold GTP competed, 100 = untreated; GTP binding activity (% of control), % at 10 µM; 190,000 tested, 0.27% active;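 active = GTP binding activity at least 20 points away from the 100% control level, either lower or higher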
# Avidin fluor – green autofluorescence of compounds with avidin beads – biophysical, 488/530 nm, flow cytometry, artefact control, profiling panel; compound fluorescence 488/530 nm; stronger effect = higher value; fluorescence (KMESF) at 10 µM; 220,000 tested, 0.38% active; AID 1775, 2009; in the data active = fluorescence above about 47; also: inactives centre near 10
# Cdc42 wt GTP – modulators of GTP binding to wildtype Cdc42, primary screen, biochemical, multiplex bead flow cytometry, Bodipy-GTP; Cell division control protein 42 homolog (Homo sapiens), P60953; GST-Cdc42 beads; actives lie on both sides; percent activity (GTP binding), % at 10 µM; 190,000 tested, 0.2% active; AID 761, 2007;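 active = percent activity GTP binding at least 20 points away from the 100% baseline, either down as inhibitor or up as activator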;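 also: median bead fluorescence of bound Bodipy-FL-GTP at 100 nM; 0% = excess unlabeled GTP control and 100% = no compound control; below 100% means less GTP binding so inhibitor and above means activator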
# Rab2 wt GTP – modulators of GTP binding to Rab2A wildtype, primary screen, biochemical, dog, bead-based flow cytometry, multiplex. GST-Rab2 wt beads, Bodipy-GTP binding. GTP binding activity, % at 10 µM. 190,000 tested, 0.19% active;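 active = GTP binding activity at least 20 points away from 100%, either lowered or raised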;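 also: 0% = beads with excess unlabeled GTP and 100% = no-compound control corrected for plate trend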
# Numbers without * were called inactive; x = no result given.
1. COCCNCC(=O)Nc1ccccc1Sc1ccccc1
2. COc1cc(OC)c(C2=NOC(C(=O)Nc3cc(C)nn3-c3ccccc3)C2)cc1Cl (stereo not given)
3. O=Cc1cn(-c2ccccc2)nc1-c1ccncc1
4. CCN(CC)c1ccc(NC(=O)C2=CCN(S(=O)(=O)c3ccc(F)cc3)CC2)c(C)c1
5. Nc1nonc1-c1nc2ccccc2n1Cc1ccccc1
6. CN1CCN(CC#CCC2(O)c3ccccc3-c3ccccc32)CC1
7. Cc1ccc(Cl)cc1N1CCN(C(=O)C2CCN(S(=O)(=O)c3cnc[nH]3)CC2)CC1
8. O=C(CCNS(=O)(=O)c1cccs1)NC1CCN(Cc2ccccc2)CC1
Screen / compound no.	1	2	3	4	5	6	7	8
Cdc42 wt GTP	103	95	93	97	103	104	100	97
Rac1 wt modul	102	92	97	101	104	97	102	102
GSH fluor	12	37	13	17	28	21	24	13
ABCG2 inh	0	11	21	0	5	2	3	1
HRas wt GTP bind	98	96	97	98	100	102	98	101
Pf gamet viab	-8	x	x	x	x	2	7	x
Avidin fluor	12	15	11	3	14	7	30	11
Rac1 act GTP bind	101	91	93	98	97	98	98	98
Rab2 wt GTP	100	93	97	99	100	101	99	100
Rab7 wt GTP bind	101	98	103	94	101	109	98	103
ABCB1 inh	0.0	1.1	0.4	-0.9	0.9	0.4	0.3	0.4

9. C=CCc1ccc(OCC(O)CN2CCC(Cc3ccccc3)CC2)c(OC)c1 (stereo not given)
10. Cc1c(C(=O)NC2CCCc3ccccc32)oc2ccccc12 (stereo not given)
11. Cc1ccc(Cn2nnc3c(=O)[nH]c(C4CCN(S(=O)(=O)c5cc(C)ccc5C)CC4)nc32)cc1
12. NC12CCc3c(no[n+]3[O-])C1(O)CC(c1ccccc1)=[N+]2[O-] (stereo not given)
13. CCN(CC)c1nc2ccccc2nc1-n1nc(C)cc1C
14. Cc1ccc(C(=O)CCC(=O)N2CCC(C(N)=O)CC2)cc1
15. Cc1ccccc1OCc1nnc(SCC(=O)Nc2c(C)n(C)n(-c3ccccc3)c2=O)n1-c1ccccc1
16. COc1ccccc1C(=O)NCc1ccccc1
Screen / compound no.	9	10	11	12	13	14	15	16
Cdc42 wt GTP	100	105	90	104	100	95	98	105
Rac1 wt modul	98	103	91	111	97	94	98	106
GSH fluor	27	24	11	11	38	12	9	16
ABCG2 inh	0	4	14	3	0	1	0	7
HRas wt GTP bind	96	104	93	103	99	94	98	102
Pf gamet viab	13	x	x	17	-7	-6	16	6
Avidin fluor	7	12	11	10	13	20	17	6
Rac1 act GTP bind	96	101	95	100	97	94	97	101
Rab2 wt GTP	96	104	95	100	97	95	94	100
Rab7 wt GTP bind	94	99	95	101	100	102	96	100
ABCB1 inh	0.5	0.5	1.2	0.4	0.1	0.7	0.9	0.5

# Eleven structures out of the list, sorted by count of non-hydrogen atoms, ascending:
16. COc1ccccc1C(=O)NCc1ccccc1
3. O=Cc1cn(-c2ccccc2)nc1-c1ccncc1
13. CCN(CC)c1nc2ccccc2nc1-n1nc(C)cc1C
10. Cc1c(C(=O)NC2CCCc3ccccc32)oc2ccccc12 (stereo not given)
6. CN1CCN(CC#CCC2(O)c3ccccc3-c3ccccc32)CC1
8. O=C(CCNS(=O)(=O)c1cccs1)NC1CCN(Cc2ccccc2)CC1
9. C=CCc1ccc(OCC(O)CN2CCC(Cc3ccccc3)CC2)c(OC)c1 (stereo not given)
7. Cc1ccc(Cl)cc1N1CCN(C(=O)C2CCN(S(=O)(=O)c3cnc[nH]3)CC2)CC1
4. CCN(CC)c1ccc(NC(=O)C2=CCN(S(=O)(=O)c3ccc(F)cc3)CC2)c(C)c1
11. Cc1ccc(Cn2nnc3c(=O)[nH]c(C4CCN(S(=O)(=O)c5cc(C)ccc5C)CC4)nc32)cc1
Screen / compound no.	16	3	13	10	6	8	9	7	4	11
Cdc42 wt GTP	105	93	100	105	104	97	100	100	97	90
Rac1 wt modul	106	97	97	103	97	102	98	102	101	91
GSH fluor	16	13	38	24	21	13	27	24	17	11
ABCG2 inh	7	21	0	4	2	1	0	3	0	14
HRas wt GTP bind	102	97	99	104	102	101	96	98	98	93
Pf gamet viab	6	x	-7	x	2	x	13	7	x	x
Avidin fluor	6	11	13	12	7	11	7	30	3	11
Rac1 act GTP bind	101	93	97	101	98	98	96	98	98	95
Rab2 wt GTP	100	97	97	104	101	100	96	99	99	95
Rab7 wt GTP bind	100	103	100	99	109	103	94	98	94	95
ABCB1 inh	0.5	0.4	0.1	0.5	0.4	0.4	0.5	0.3	-0.9	1.2

15. Cc1ccccc1OCc1nnc(SCC(=O)Nc2c(C)n(C)n(-c3ccccc3)c2=O)n1-c1ccccc1
Screen / compound no.	15
Cdc42 wt GTP	98
Rac1 wt modul	98
GSH fluor	9
ABCG2 inh	0
HRas wt GTP bind	98
Pf gamet viab	16
Avidin fluor	17
Rac1 act GTP bind	97
Rab2 wt GTP	94
Rab7 wt GTP bind	96
ABCB1 inh	0.9

# Next part
17. Cc1cc(CSc2ccccc2)ccc1NC(=O)c1cccc([N+](=O)[O-])c1
18. O=C1C(Cl)=C(NCC2CCCO2)C(=O)N1Cc1ccccc1 (stereo not given)
19. COc1ccccc1-n1c(SCC(=O)Nc2cccc(C)c2)nc2c(c1=O)SCC2
20. CC1=CC(=C(C#N)C#N)C=C(C)N1CCN1CCN(C(=O)Nc2cccc(Cl)c2)CC1
21. CCc1ccc(NC(=O)C(=O)NCCN2CCN(S(C)(=O)=O)CC2)cc1
22. CCn1c(SCC(=O)N/N=C/c2cccs2)nc2ccccc21
Screen / compound no.	17	18	19	20	21	22
Cdc42 wt GTP	102	96	106	99	97	100
Rac1 wt modul	108	99	108	98	98	102
GSH fluor	22	27	26	15	21	9
ABCG2 inh	35	-1	0	1	0	4
HRas wt GTP bind	103	98	102	95	95	98
Pf gamet viab	x	-22	x	-17	-15	7
Avidin fluor	11	25	6	22	10	18
Rac1 act GTP bind	101	98	101	96	97	97
Rab2 wt GTP	100	98	104	93	96	97
Rab7 wt GTP bind	99	97	102	94	97	97
ABCB1 inh	1.4	-0.1	0.4	0.0	0.1	1.3

# This is a random part of the collection, and some 1.1% of all compounds hit somewhere here.
